MITF inh = MITF inhibitors, primary screen, biochemical, AlphaScreen, human. Microphthalmia-associated transcription factor (Homo sapiens), O75030. AlphaScreen MITF homodimerization, bead proximity signal. inhibition, % at 2.6 µM. 0.91% of 650,000 active; in the data active means inhibition above about 50%;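 further: 0% = vehicle wells with protein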
Target sequence (O75030 whole entry, looked up): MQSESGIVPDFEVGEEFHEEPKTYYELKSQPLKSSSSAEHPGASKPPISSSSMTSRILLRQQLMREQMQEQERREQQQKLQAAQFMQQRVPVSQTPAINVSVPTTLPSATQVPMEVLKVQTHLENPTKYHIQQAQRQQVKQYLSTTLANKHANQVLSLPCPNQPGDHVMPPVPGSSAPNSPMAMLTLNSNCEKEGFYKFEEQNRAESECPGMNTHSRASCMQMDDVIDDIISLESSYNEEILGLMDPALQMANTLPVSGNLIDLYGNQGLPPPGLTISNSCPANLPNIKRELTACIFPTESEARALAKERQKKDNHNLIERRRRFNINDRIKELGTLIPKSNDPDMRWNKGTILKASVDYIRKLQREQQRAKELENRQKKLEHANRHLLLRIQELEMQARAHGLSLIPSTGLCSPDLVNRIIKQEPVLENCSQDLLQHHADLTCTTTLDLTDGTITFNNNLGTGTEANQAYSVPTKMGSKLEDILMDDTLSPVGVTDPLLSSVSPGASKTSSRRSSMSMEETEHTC
GPR151 ag = activators of human GPR151, primary screen, cell-based, PathHunter beta-arrestin, luminescence; G-protein coupled receptor 151 (Homo sapiens), Q8TDV0; PathHunter beta-arrestin GPR151 cells; activation, % at 11.2 µM; 1% of 650,000 active; AID 1508602, 2020; in the data active means activation above about 4.9%;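 further: 0% = median of compound wells and 100% = cells with positive control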
Target sequence (Q8TDV0 whole entry, looked up): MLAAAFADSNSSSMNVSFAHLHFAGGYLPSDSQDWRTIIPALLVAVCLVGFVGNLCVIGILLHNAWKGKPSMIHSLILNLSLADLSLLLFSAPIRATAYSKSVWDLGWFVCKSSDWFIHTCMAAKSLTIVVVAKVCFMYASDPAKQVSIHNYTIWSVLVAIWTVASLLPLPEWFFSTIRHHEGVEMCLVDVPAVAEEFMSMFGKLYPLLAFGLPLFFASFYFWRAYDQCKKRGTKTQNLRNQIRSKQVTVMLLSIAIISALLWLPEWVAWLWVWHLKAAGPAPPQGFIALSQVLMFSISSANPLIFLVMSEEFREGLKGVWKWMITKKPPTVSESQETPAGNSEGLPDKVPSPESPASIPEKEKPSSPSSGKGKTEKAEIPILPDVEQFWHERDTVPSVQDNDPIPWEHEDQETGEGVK
FBW7 activator = FBW7 E3 ligase activators, primary screen, biochemical, AlphaScreen, human; F-box/WD repeat-containing protein 7 (Homo sapiens), Q969H0; AlphaScreen FBW7–phospho-cyclin E peptide binding, activator screen; normalized activity (activation), % at 26.1 µM; 0.13% of 650,000 active; AID 1259310, 2017; in the data active means normalized activity above about 1.9%;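 further: purified mutant Fbw7 with reduced substrate affinity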
TEAD-YAP block = TEAD-YAP interaction inhibition, primary screen, TEAD-YAP interaction inhibitor project, luminescence, HEK-TIYL cells; TEAD-Gal4/YAP UAS-luciferase luminescence; AID 1259422, 2018; inhibition, % at 9.12 µM; 1.4% of 640,000 active; in the data active means inhibition above about 32%;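 further: 0% = median of test compound wells and 100% = reference inhibitor wells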
* hit, by the source's call.

SMILES,MITF inh,GPR151 ag,FBW7 activator,TEAD-YAP block
Cc1ccc(-c2nc3cc(Cl)ccc3c(=O)o2)cc1[N+](=O)[O-],0.2,-2.2,-0.1,6.3
COc1cccc(-n2c(COc3cccc(C)c3)nnc2SCC(N)=O)c1,6.7,1.5,-0.1,2.6
Cc1nnc(SCC(=O)Nc2ncc(Cc3ccc(Cl)cc3Cl)s2)n1N,0.8,0.8,0.0,5.0
COc1ccccc1C(=O)CSc1ccccn1,-5.7,-1.6,0.1,-30.4
Cc1cc(C)nc(Nc2n[nH]c(-c3ccc(NC(=O)c4ccccc4)cc3)n2)n1,-2.0,0.3,-0.1,-7.0
C=CCOC(=O)CCC(=O)Nc1nc2ccccc2s1,2.5,-1.6,-0.1,-16.1
COc1ccc(OCCn2cnc3ccccc32)cc1,11.1,-0.7,-0.1,-10.8
CSC1=NC(c2ccc(C)cc2)=NCN1c1ccc([N+](=O)[O-])cc1,-5.7,0.5,-0.1,-2.0
CCC(=O)NN1c2ccc(Cl)cc2N=C(N2CCN(C)CC2)c2ccccc21,5.2,-0.3,0.1,6.1
CN(C)CCNC(=O)c1ccc(-c2cnn3c(N4CCOCC4)ccnc23)cc1,21.5,-0.3,0.2,-4.3
COc1cc(OC)c(NC(=O)CC2CCCCC2)cc1Cl,-11.3,1.1,0.2,4.9
COc1ccc(-c2cc(C(=O)NCCN3CCCCCC3)[nH]n2)cc1,-11.0,-2.8,0.1,-7.7
Cc1nc2c3ccccc3nc(NN3C(=O)CCC3=O)n2n1,-9.7,-0.2,0.3,-1.5
Cc1nnc2c(Nc3ccc(I)cc3)nc3nonc3n12,-1.7,0.0,0.2,9.3
CCOc1cc(C(=O)Nc2ccc(NC(=O)c3ccco3)cc2)cc(OCC)c1OCC,15.5,-0.8,0.1,-5.2
COc1ccc(-n2ncc3c(SCC(=O)N4CCc5ccccc54)ncnc32)cc1,2.4,-0.8,0.1,3.9
CCOC(=O)C1(CCCc2ccccc2)CCN(C(=O)CN2CCOC2=O)CC1,-6.0,0.4,0.0,-5.1
COCCOC(=O)c1c(C)oc2ccc(OC(=O)c3cccc([N+](=O)[O-])c3)cc12,3.6,1.3,0.0,9.1
Nc1c(C(=O)Nc2ccc(F)cc2)sc2nc3c(c(-c4ccco4)c12)CCCC3,-6.1,-0.6,0.2,-8.2
CCOc1ccc(NC(=O)CSc2nnnn2CC(=O)O)cc1 (tested in a mixture with another compound),-17.3,-1.0,0.1,-8.6
C=CCOC(=O)C1C(=O)CC(C)(O)C(C(=O)OCC=C)C1c1ccc(OC)c(OC)c1 (configuration not stated),5.1,0.6,-0.1,1.7
COc1cc(OC)nc(C(c2ccccc2)N2CC(C)OC(C)C2)n1 (configuration not stated),4.4,-0.2,-0.2,10.9
CCN(CC)c1ccc(C(=O)Nc2nnc(-c3ccccc3Cl)o2)cc1,13.4,1.9,0.3,6.6
COc1ccccc1CN1CCNC(=O)C1CC(=O)NCc1ccc(F)cc1F (configuration not stated),-3.3,1.0,-0.1,10.0
CCCn1c(=NC(=O)c2ccncc2)c(C(=O)OCC)cc2c(=O)n3ccccc3nc21,-0.4,-1.4,-0.3,10.5
CSc1nnc2c(n1)OC(c1cc(Br)c(OC(C)=O)c(OC(C)=O)c1)N(C(C)=O)c1ccccc1-2 (configuration not stated),7.7,-1.8,-0.2,-3.3
CCOc1cc(/C=C2/C(=N)N3N=C(CC)SC3=NC2=O)cc(Cl)c1OCCOc1ccc(OC)cc1,-13.4,0.1,-0.1,19.2
CCCNC(=O)NNC(=O)C12CC3CC(CC(C3)C1)C2,-18.5,-2.2,0.1,-6.6
COc1ccc(C2CC(c3cccs3)=NN2C(=O)CSc2nnc(CNC(=O)c3ccco3)n2-c2ccc(F)cc2)cc1 (configuration not stated),8.0,0.1,0.2,17.0
CN(C)C(=O)CSc1nnc(Cc2ccccc2)n1CC1CCCO1 (configuration not stated),-4.1,0.1,0.0,-1.6
O=C(CCCOc1ccc(Cl)cc1Cl)Nc1ccccc1[N+](=O)[O-],16.1,1.0,-0.1,8.1
O=C(Nc1cccc(C(F)(F)F)c1)c1sc2cc(Cl)ccc2c1Cl,18.7,1.5,0.0,-2.8
CCOC(=O)CC(=O)CSc1nc2ccccc2c(=O)n1CCc1ccc(S(N)(=O)=O)cc1,7.5,0.7,0.1,26.8
CCN(CC)c1ccc(NC(=O)c2cc3cc([N+](=O)[O-])ccc3o2)cc1,-3.4,1.4,-0.1,-3.5
S=c1[nH]nc(-c2ccccc2)n1/N=C/c1ccc2c(c1)OCO2,-13.3,-1.3,-0.1,-6.9
CCc1nnc(NC(=O)CSc2nnc3c(n2)[nH]c2ccccc23)s1,-2.3,-0.9,0.1,-4.7
O=C(Nc1ccc(OC(=O)c2ccco2)cc1)c1ccco1,6.9,-1.6,0.3,12.7
C#CCNc1cc(Cl)ccc1Cl,7.6,2.1,0.1,6.3
CC(=O)Oc1cc2oc(=O)cc(-c3ccccc3)c2cc1Cl,-3.2,1.2,0.0,12.4
CC(C)(C)c1ccc(OCC(=O)O/N=C(\N)c2cccnc2)c(Br)c1,10.6,0.7,-0.1,-23.0
O=C(O)c1ccc(-n2cc(-c3cnccn3)cn2)cc1,2.7,-10.9,-0.3,-3.3
CCOC(=O)C1=C(C)NC2=C(C(=O)CC(c3ccc(OC)c(OC)c3)C2)C1c1cccc(Br)c1 (configuration not stated),-2.9,-0.3,0.1,14.5
CC(C)[C@H](NC(=O)c1ccco1)C(=O)NC(C)C12CC3CC(CC(C3)C1)C2 (some centres not stated),8.2,-0.7,0.2,-14.4
Cc1ccc(CC(=O)Nc2nc3c(s2)CCCC3)c(C)c1,15.4,-0.1,-0.4,28.5
Cn1nccc1Nc1cccc(C(=O)NCc2cccc(C(F)(F)F)c2)n1,2.9,0.0,-0.1,5.9
CC1=C(C(=O)Nc2ccc(Br)cn2)C(c2cccc(Cl)c2)C2=C(CCCC2=O)N1 (configuration not stated),2.2,-1.1,0.2,-19.8
Cc1cccc(C)c1NC(=O)C1CCCN(S(=O)(=O)c2c(C)noc2/C=C/N(C)C)C1 (configuration not stated),2.4,0.3,0.1,4.8
CCCN1CCC(C2(C)NC(=O)N(Cc3cccc(OC)c3OC)C2=O)CC1 (configuration not stated),-4.8,0.4,-0.1,-4.8

Entries of single compounds, looked up by structure.
CCOC(=O)C1=C(C)NC2=C(C(=O)CC(c3ccc(OC)c(OC)c3)C2)C1c1cccc(Br)c1 (configuration not stated) in the list: MITF inh = -2.9; GPR151 ag = -0.3; FBW7 activator = 0.1; TEAD-YAP block = 14.5
CCCN1CCC(C2(C)NC(=O)N(Cc3cccc(OC)c3OC)C2=O)CC1 (configuration not stated) in the list: MITF inh = -4.8; GPR151 ag = 0.4; FBW7 activator = -0.1; TEAD-YAP block = -4.8
Cc1cccc(C)c1NC(=O)C1CCCN(S(=O)(=O)c2c(C)noc2/C=C/N(C)C)C1 (configuration not stated) in the list: MITF inh = 2.4; GPR151 ag = 0.3; FBW7 activator = 0.1; TEAD-YAP block = 4.8

Next structures follow.
SMILES,MITF inh,GPR151 ag,FBW7 activator,TEAD-YAP block
C/C(=N\NC(=O)C1=CCC([N+](=O)[O-])C=C1)c1ccc(N)cc1 (configuration not stated),9.4,-0.2,0.3,-13.4
Cc1c(NC(=O)c2ccccc2NS(C)(=O)=O)c(=O)n(-c2ccccc2)n1C,8.3,-0.5,0.0,-7.8
CC(=O)N1CCN(c2ccc(NC(=S)NC(=O)c3ccccc3[N+](=O)[O-])cc2)CC1,11.3,-0.2,0.2,2.5
COc1ccc(NC(=O)Cn2c(=O)n(CCC(C)C)c(=O)c3cccnc32)cc1,-17.4,2.0,-0.1,-4.5
Cc1cncc2cccc(NC3CCCN(C(=O)C(O)c4ccc(Cl)cc4)C3)c12 (configuration not stated),7.3,1.6,-0.1,42.1*
O=c1[nH]c2ccc(N=Cc3c(O)n(-c4ccc(Cl)cc4)c(=O)[nH]c3=O)cc2[nH]1,0.7,0.6,-0.1,8.2
Cn1cc(-c2ccc3cnc(Nc4ccc(-n5cnc(N6CCOCC6)n5)cc4)nc3c2)cn1,10.0,1.7,-0.1,96.2*
c1cnc2ccc(Nc3nc(NCc4nc5ccccc5[nH]4)c4[nH]cnc4n3)cc2c1,12.1,-0.8,0.0,3.4
COc1ccc(-n2c(C)cc(C(=O)CSc3n[nH]c(=O)n3C3CC3)c2C)cc1,-2.7,0.7,-0.2,-2.6
CSc1nnc2c(n1)[nH]c1ccccc12,-5.3,0.4,-0.1,-35.2
CCn1c(N2CCC(C(=O)NCC(=O)OC)CC2)nc2ccccc21,4.0,0.3,-0.1,10.6
CCCCCCN1C(=O)C(=O)/C(=C(\O)c2ccccc2)C1c1ccc(OC)cc1 (configuration not stated),-0.2,-1.8,-0.1,-12.2
COc1cccc(C2NC(=O)NC(C)=C2C(=O)c2ccccc2)c1 (configuration not stated),5.8,2.3,-0.1,-6.1
CN(C)C(=O)N1CCC(C(=O)NCc2ccc3c(c2)OCO3)CC1,17.6,-0.2,0.9,-6.4
CCOC(=O)C1=C(C)N(CCOC)C(=O)/C1=C\c1sccc1C,8.2,0.3,-0.1,11.5
COCCCNC(=O)CN(C)c1nn2c(=O)cc(C)nc2s1,5.3,-0.9,0.0,-1.1
CC1=C(C(=O)OCCOc2ccccc2)C(c2ccncc2)C2=C(CC(c3ccccc3)CC2=O)N1 (configuration not stated),3.5,1.0,0.1,7.1
CC(C)Oc1ccc(NC(=O)C(C)C)cc1,1.1,-2.6,0.1,-17.9
Cc1cccc(OCC(=O)c2ccc(O)cc2O)c1,-5.8,-1.1,0.0,-30.9
COC(=O)Cc1nc(Nc2ccc(C)cc2)c2c3c(sc2n1)CCCC3,1.8,1.0,-0.1,13.9
NC(=O)c1ccccc1Nc1cc(Br)ncc1C(F)F,0.5,1.0,-0.1,-7.9
CC(=O)Nc1ccc(NC(=O)CSc2ccc(-c3ccccc3)nn2)cc1,3.4,-8.9,-0.1,-8.0
COc1ccc(C(=O)N/N=C(\C)c2ccc(F)cc2)cc1,14.9,-0.4,0.0,-27.6
CCOC(=O)N1CCC(N2CCCC(CNC(=O)Cc3ccc(OC)cc3)C2)CC1 (configuration not stated),-2.6,-1.0,-0.1,-12.1

Pulled by structure from above, 2 records:
SMILES,MITF inh,GPR151 ag,FBW7 activator,TEAD-YAP block
CCOC(=O)N1CCC(N2CCCC(CNC(=O)Cc3ccc(OC)cc3)C2)CC1 (configuration not stated),-2.6,-1.0,-0.1,-12.1
COCCCNC(=O)CN(C)c1nn2c(=O)cc(C)nc2s1,5.3,-0.9,0.0,-1.1

Next results follow:
SMILES,MITF inh,GPR151 ag,FBW7 activator,TEAD-YAP block
CC(C)CN1C(=O)C2C3CC4C5(C)CCCC(C)(C(=O)O)C5CCC4(C=C3C(C)C)C2C1=O (configuration not stated),17.6,-1.3,1.2,10.9
Cc1ccccc1-n1c(SCC#N)nc2c(sc(=S)n2-c2ccccc2C)c1=O,3.7,0.0,0.0,-17.8
COCc1cc(C)n(CC(=O)Nc2cccc(C)c2C)c(=O)c1C#N,11.9,0.1,0.0,14.8
CC(C)(O)C#Cc1ccc(CN2CCC3(CC2)CC3C(=O)NCc2ccncc2)cc1 (configuration not stated),0.7,-0.6,0.0,6.3
O=c1c2ccccc2n(Cc2ccccc2)c(=O)n1Cc1ccccc1,0.9,-0.6,0.0,-10.1
O=S(=O)(NC1CC1)c1ccc(S(=O)(=O)N2CCCC(c3ccccc3)C2)cc1 (configuration not stated),-16.6,-0.8,0.1,-4.2
Cc1ccc2c(c1)c(=O)c1ccccc1n2CCCC(=O)Nc1ccc(Cl)cc1,-5.9,0.4,0.2,-9.9

Individual results from the list.
CCN(CC)c1ccc(C(=O)Nc2nnc(-c3ccccc3Cl)o2)cc1 in MITF inh → 13.4
COc1ccc(-n2c(C)cc(C(=O)CSc3n[nH]c(=O)n3C3CC3)c2C)cc1 in FBW7 activator → -0.2
Cc1cccc(OCC(=O)c2ccc(O)cc2O)c1 in TEAD-YAP block → -30.9
CC1=C(C(=O)OCCOc2ccccc2)C(c2ccncc2)C2=C(CC(c3ccccc3)CC2=O)N1 (configuration not stated) in GPR151 ag → 1.0
COc1ccc(-c2cc(C(=O)NCCN3CCCCCC3)[nH]n2)cc1 in TEAD-YAP block → -7.7
COc1cc(OC)nc(C(c2ccccc2)N2CC(C)OC(C)C2)n1 (configuration not stated) in GPR151 ag → -0.2

Screening results from PubChem.
